Fh CTSL1 inh: cathepsin L1 inhibition, PFM18AAP counter-screen | AID 1906 | 300,000 compounds, 0.49% hits | inhibition, % at 5.96 µM | recombinant F. hepatica cathepsin L1, Z-Leu-Arg-MCA fluorescence;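 active = inhibition above the mean of all tested compounds plus 3 SD, set per screening campaign, cut at about 17% in these data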;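 note: 0% = plate median of test compound wells and 100% = 1 µM Z-Phe-Ala-diazomethylketone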
GASC-1 inh: blocks human GASC-1 demethylase activity | GST-JMJD2C(1-420) H3K9me3 demethylation, DELFIA europium | inhibition, % at 2.35 µM | 330,000 compounds, 0.069% hits;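 active = more than half of a compound's replicate wells show inhibition beyond 50%, single wells judged on their own value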;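 note: signal counts dimethyl H3K9 product captured on neutravidin plate; 0% = median of DMSO wells and 100% = 0.3 times that DMSO median; strong numbers were not always called active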
Target sequence (Q9H3R0 1-420 limits assumed): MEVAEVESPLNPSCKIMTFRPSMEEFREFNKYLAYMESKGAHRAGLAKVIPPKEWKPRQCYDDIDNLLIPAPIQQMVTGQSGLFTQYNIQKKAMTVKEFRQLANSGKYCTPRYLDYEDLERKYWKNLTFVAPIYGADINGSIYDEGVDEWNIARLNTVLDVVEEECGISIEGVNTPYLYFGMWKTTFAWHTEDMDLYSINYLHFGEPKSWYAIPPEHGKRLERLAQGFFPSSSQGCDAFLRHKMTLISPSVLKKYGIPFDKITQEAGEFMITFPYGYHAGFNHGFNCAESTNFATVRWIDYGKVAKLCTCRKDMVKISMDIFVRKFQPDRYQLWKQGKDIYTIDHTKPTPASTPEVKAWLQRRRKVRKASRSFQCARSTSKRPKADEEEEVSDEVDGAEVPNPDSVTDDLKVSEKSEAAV
HCV core dimer: blocks dimerization of HCV core protein; 300,000 compounds, 0.33% hits; inhibition, % at 5 µM; AID 1899; TR-FRET GST/Flag-core106 dimerization, 1536-well;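 active = inhibition above the mean of all tested compounds plus 3 SD, set per screening campaign, cut at about 45% in these data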
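Material: Tagged HCV core106 pair (GST and Flag) | Amount: GST-core106 13.5 nM, Flag-core106 17 nM | Medium: KF-containing HEPES buffer, pH 7.45, DTT, CHAPS, BSA | Reagent: Eu donor and XL665 acceptor anti-tag antibodies | Schedule: 4 h at 22.5 °C | Technique: Time-resolved FRET, ex 340 nm, em 617 and 671 nm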
VLA-4 inh: inhibition in a human VLA-4 binding assay. P13612. VLA-4 expressing cells, ligand binding flow cytometry. inhibition, % (about 7 µM as worked out from the volumes in the protocol). 330,000 compounds, 0.2% hits. AID 2557; in the data active = inhibition above about 50%
PP1 counter: PP1-alpha (human) inhibition in PP5 counter-screen; P62136; purified PP1alpha, OMFP fluorescence; inhibition, % at 6.7 µM; 320,000 compounds, 0.9% hits; AID 2235;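 active = inhibition above the mean inhibition of all tested compounds plus 3 SD, computed separately for each screening campaign, cut at about 15% in these data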
PP5 primary: PP5 (human) phosphatase inhibition. purified PP5c, OMFP substrate fluorescence. 320,000 compounds, 0.18% hits. inhibition, % at 6.7 µM;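 active = inhibition above the campaign's mean inhibition across all tested compounds plus 3 SD, cut at about 9.5% in these data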;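 note: 0% = DMSO only and 100% = 100 µM cantharidin control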
Target sequence (P53041 whole entry, looked up): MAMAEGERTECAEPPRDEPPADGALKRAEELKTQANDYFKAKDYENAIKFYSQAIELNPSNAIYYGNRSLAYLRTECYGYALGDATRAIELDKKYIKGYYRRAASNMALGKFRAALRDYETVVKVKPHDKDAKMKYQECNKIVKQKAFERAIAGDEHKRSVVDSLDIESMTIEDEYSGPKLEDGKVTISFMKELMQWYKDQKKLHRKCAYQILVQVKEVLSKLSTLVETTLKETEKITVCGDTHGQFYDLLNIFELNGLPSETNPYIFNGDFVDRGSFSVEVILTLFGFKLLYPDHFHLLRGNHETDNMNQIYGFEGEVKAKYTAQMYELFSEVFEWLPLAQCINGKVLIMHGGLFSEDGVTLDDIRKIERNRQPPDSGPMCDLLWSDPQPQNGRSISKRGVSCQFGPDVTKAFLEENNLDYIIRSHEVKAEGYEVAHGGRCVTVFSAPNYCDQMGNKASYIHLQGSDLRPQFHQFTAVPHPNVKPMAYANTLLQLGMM
proCasp3 act: activates human procaspase-3; P42574; activation, % at 8.5 µM; 330,000 compounds, 0.11% hits; recombinant procaspase-3 D3A, Ac-DEVD-pNA absorbance 405 nm;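 active = activation above the mean of all tested compounds plus 3 SD, cut at about 21% in these data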;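 note: 0% = DMSO alone and 100% = DMSO wells spiked with extra 5 µM PC-3 D3A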
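Assay system – Procaspase-3 D3A mutant, all three cleavage aspartates alanine · Controls – DMSO-only low control, 5 µM PC-3 D3A high control · Schedule – 1 h compound preincubation, 2 h substrate hydrolysis at 25 °C · Signal – 405 nm absorbance of p-nitroaniline, reads at 0 and 120 min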
GRK2 aptamer HTS: blocks RNA aptamer binding to human GRK2; inhibition of aptamer binding, % at 10 µM; bead flow cytometry, FAM-aptamer displacement from GRK2; P25098; 330,000 compounds, 0.59% hits;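 active = inhibition of aptamer binding above 40%, roughly 3 SD of noise, on plates passing a quality check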;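 note: median bead fluorescence of bound FAM aptamer so fluorescent compounds give negative values; no value below 0 was filed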
procasp7 counter: counter-screen for procaspase-3 activators: activators of human procaspase-7 | P55210 | recombinant procaspase-7, Ac-DEVD-pNA absorbance 405 nm; D23A/D198A/D206A triple mutant, cannot self-cleave; scale: DMSO 0, 5 µM enzyme 100 | activation, % at 8.5 µM | 330,000 compounds, 0.093% hits | AID 463210;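 active = percent activation above the screen-wide mean plus 3 SD, cut at about 25% in these data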
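System: Uncleavable procaspase-7 mutant enzyme; Amount: 2 µM procaspase-7 mutant as dispensed; Schedule: 1 h compound preincubation, 2 h substrate cleavage, 25 °C; Measured by: 405 nm absorbance of p-nitroaniline; Evaluation: percent activation from buffer-corrected 0–120 min absorbance change; Control set: low DMSO alone, high DMSO plus 5 µM PC-7.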
The depositor's hits bear a star; nt = not tested or not shown.

SMILES	Fh CTSL1 inh	GASC-1 inh	HCV core dimer	VLA-4 inh	PP1 counter	PP5 primary	proCasp3 act	GRK2 aptamer HTS	procasp7 counter
Nn1c(SCc2nc3ccccc3[nH]2)nnc1-c1cccnc1	-2	5	-2	16	-3	-1.9	-1	0	4
COc1cccc(-c2nc3cc(C)ccc3o2)c1	1	4	-1	-2	3	2.5	2	3	0
Cc1cc2oc(C(=O)N(Cc3cccs3)C3CCS(=O)(=O)C3)cc(=O)c2cc1Cl (centres undefined)	2	-1	-2	-5	-2	3.0	4	0	2
CCOC(=O)Nc1ccc(S(=O)(=O)NCc2ccccc2)cc1	-3	-1	-3	8	1	-3.1	1	0	3
COc1ccc(Cl)cc1NC(=O)CN(C)C(=O)c1ccc(C)s1	-2	3	-1	-1	-5	2.3	3	0	5
C/C(=N\Nc1ccc([N+](=O)[O-])cc1[N+](=O)[O-])c1ccc(-n2nncc2C(C)(C)C)cc1	0	5	42	14	2	3.6	9	0	2
CC1(C)CC2(C)OC(=N)C1(C#N)C2(C#N)C#N (centres undefined)	-1	5	-6	38	0	2.3	3	0	-3
O=C(Oc1c(CN2CCOCC2)cc(Cl)c2cccnc12)c1ccccc1Cl	-5	92	-2	-4	8	-1.1	-3	0	-12
COC(=O)c1cccc(C(=O)Nc2ccc(C)cc2)n1	-2	0	-5	6	1	1.0	-2	4	-10
O=c1c2ccccc2ncn1-c1ccccc1[N+](=O)[O-]	-4	17	2	13	-4	0.5	1	2	5
CCOC(=O)C1=C(CC)Nc2ccccc2N/C1=N\S(=O)(=O)c1ccc2ccccc2c1	5	16	10	9	-3	4.1	1	0	2
NC(=O)c1nc(N2CCOCC2)nc(N2CCOCC2)n1	0	0	1	-1	-3	0.9	-4	1	1
CCn1nnc(NC(=O)c2cc(Cl)c(OC)c(Cl)c2)n1	2	0	-3	2	-1	0.9	10	1	-4
O=C(NC1CCCC1)c1cc(-c2cccc(Cl)c2)on1	5	-10	11	6	-3	0.0	0	0	-3
O=C(CC1C(=O)NCCN1CC1CCCCC1)NCc1ccc(F)cc1F (centres undefined)	-1	-3	-2	-14	1	0.2	5	0	-5
NC(=O)c1ccc(NCC2CCCO2)c([N+](=O)[O-])c1 (centres undefined)	0	-6	4	1	-3	-0.2	9	0	6
O=C1CCCC/C1=C/Nc1ccc(C(=O)O)cc1	2	-21	-2	5	3	0.7	14	5	-4
Cc1ccccc1Cn1cc(CCC(=O)N2CCOCC2)c2ccccc21	-2	-9	-1	8	0	3.2	1	0	7
O=C(COc1ccc(Br)cc1F)NC1CC1	nt	0	nt	14	nt	nt	-1	3	6
CCN(CC)S(=O)(=O)c1ccc(Nc2ccc(-c3ccc4c(c3)OCCO4)nn2)cc1	8	1	8	-13	2	2.5	-4	0	12

A few values from the list.
CCn1nnc(NC(=O)c2cc(Cl)c(OC)c(Cl)c2)n1 in GRK2 aptamer HTS is listed with 1
COc1ccc(Cl)cc1NC(=O)CN(C)C(=O)c1ccc(C)s1 in proCasp3 act is listed with 3
Cc1ccccc1Cn1cc(CCC(=O)N2CCOCC2)c2ccccc21 in PP1 counter is listed with 0
O=C(COc1ccc(Br)cc1F)NC1CC1 in procasp7 counter is listed with 6
O=C(Oc1c(CN2CCOCC2)cc(Cl)c2cccnc12)c1ccccc1Cl in VLA-4 inh is listed with -4
O=C(NC1CCCC1)c1cc(-c2cccc(Cl)c2)on1 in HCV core dimer is listed with 11

Among those listed so far, these contain a Cl atom.
SMILES	Fh CTSL1 inh	GASC-1 inh	HCV core dimer	VLA-4 inh	PP1 counter	PP5 primary	proCasp3 act	GRK2 aptamer HTS	procasp7 counter
Cc1cc2oc(C(=O)N(Cc3cccs3)C3CCS(=O)(=O)C3)cc(=O)c2cc1Cl (centres undefined)	2	-1	-2	-5	-2	3.0	4	0	2
COc1ccc(Cl)cc1NC(=O)CN(C)C(=O)c1ccc(C)s1	-2	3	-1	-1	-5	2.3	3	0	5
O=C(Oc1c(CN2CCOCC2)cc(Cl)c2cccnc12)c1ccccc1Cl	-5	92	-2	-4	8	-1.1	-3	0	-12
CCn1nnc(NC(=O)c2cc(Cl)c(OC)c(Cl)c2)n1	2	0	-3	2	-1	0.9	10	1	-4
O=C(NC1CCCC1)c1cc(-c2cccc(Cl)c2)on1	5	-10	11	6	-3	0.0	0	0	-3

Continuation.
SMILES	Fh CTSL1 inh	GASC-1 inh	HCV core dimer	VLA-4 inh	PP1 counter	PP5 primary	proCasp3 act	GRK2 aptamer HTS	procasp7 counter
Cn1cnc([N+](=O)[O-])c1Sc1nc2ccccc2[nH]1	-1	6	-5	2	-2	1.1	6	0	4
COc1ccc(-n2ncc3c(=O)n(CC(=O)N4CCCc5ccccc54)cnc32)cc1	2	-1	3	-3	3	3.5	8	1	-1
COc1cc(SC)ccc1C(=O)Nc1cc(C)ccn1	-2	-1	-2	10	-2	3.0	-6	3	2
CCN(CC)S(=O)(=O)c1cccc(NC2=NCC(C)S2)c1 (centres undefined)	-10	-3	-5	12	2	2.1	6	5	4
Cc1ccc(OCCCCCCN2CCNCC2)cc1	-1	-2	0	8	1	0.4	-6	0	1
NC(=O)c1ccc(SCC(=O)OCC(=O)NC2CCCCCCC2)c([N+](=O)[O-])c1	nt	5	nt	1	0	2.3	-21	5	-35
CCN(C(=O)COC(=O)c1ccco1)c1cccc2ccccc12	nt	-6	nt	-5	nt	nt	-2	0	1
CC(C)CN(CC(C)C)C(=O)COn1nnc2ccc(S(=O)(=O)N3CCOCC3)cc21	nt	10	nt	-11	-2	2.1	3	2	6
O=C(NCc1nc2ccccc2[nH]1)C1=C[C@H](C2CC2)C[C@H](OCc2ccc(CO)cc2)O1	1	8	-5	0	5	0.4	-4	0	-2
Cc1ccc(NC(=O)c2cccc(S(C)(=O)=O)c2)cc1	-4	-6	-13	9	1	4.2	14	0	4
O=C(CSc1nnc(-c2ccccc2)n1Cc1ccco1)Nc1ccc2c(c1)OCCO2	3	13	-1	-7	0	2.2	2	3	2
CC(=O)c1ccc(NC(=O)CSCCO)cc1	0	nt	1	-9	0	2.3	-2	0	11
CC(Cc1ccccc1)NC(=O)/C=C/c1ccc([N+](=O)[O-])cc1 (centres undefined)	1	7	-8	14	-1	0.1	1	0	5
CCOC(=O)N1CCC(N2C(=O)c3ccc(C(=O)O)cc3C2=O)CC1	-4	2	-7	-2	0	3.5	0	1	1
CCNC(=O)C(=O)Nc1ccc(OC)c(Cl)c1	3	-2	0	-4	-2	2.4	4	0	5
O=C(COn1nnc2ccc(Cl)cc21)NC12CC3CC(CC(C3)C1)C2	0	-18	3	1	1	-1.1	7	5	13
COc1ccc(S(=O)(=O)N2CCCC(C(=O)Nc3ccc(OC)c(OC)c3)C2)cc1 (centres undefined)	-2	22	2	-3	-1	-0.3	-3	1	13
Cc1ccc2nc(N3CCCCC3)c(C=O)c(=O)n2c1	-5	-2	2	7	-3	-0.5	4	0	-1
COc1ccc(NC(=O)CSc2nnc(-c3ccccc3)n2Cc2ccco2)cc1OC	-1	-1	3	-3	-2	-0.6	6	4	-1
Cc1ccc2cc(/C=N/NC(=O)c3ccc(F)cc3)c(Cl)nc2c1	-2	1	-2	-10	-5	0.0	0	0	9
CCN(CCCNC(=O)C1CCCN(S(=O)(=O)CC)C1)c1cccc(C)c1 (centres undefined)	2	-9	-9	9	-2	-0.2	-1	15	9
CCN(CCO)Cc1cn[nH]c1-c1ccc(C)c(C)c1	0	-21	-4	-15	-2	1.3	-13	0	2
CCOC(=O)CSc1nc2c(sc(=S)n2-c2ccccc2OC)c(=O)n1-c1ccccc1OC	0	-2	15	-2	-3	1.1	4	1	4
Cc1ccc(S(=O)(=O)N2CCOCC2)cc1C(=O)OCC(=O)N1CCCCC1	nt	-5	nt	7	nt	nt	2	0	2
CCC(=O)NNc1ncnc2c1cnn2-c1ccccc1	-1	-4	-4	-1	3	2.1	5	2	16
COc1ccc(/C=C(\NC(=O)c2ccc(C)cc2)C(=O)NCC2CCCO2)cc1 (centres undefined)	3	11	-6	6	-6	5.0	-9	0	-1
CCN(CC)S(=O)(=O)c1ccc(N2CCOCC2)c(NC(=O)Cc2ccccc2F)c1	1	6	-5	-2	-2	4.0	-2	0	-3
CCOC(=O)C(CC)n1cnc2c(nnn2-c2cccc(OC)c2)c1=O (centres undefined)	1	-2	1	-1	2	1.6	-8	1	10
O=C(Oc1ccc2cc(Br)ccc2c1)N1CCCCCC1	1	-2	12	-1	0	-2.7	4	0	-11
CCOC(=O)c1cnc2ccc(C(=O)OC)cc2c1NCCc1ccc(OC)c(OC)c1	9	10	-2	-5	5	0.6	4	5	-9
Cc1cccc(NS(=O)(=O)c2ccc3c(c2)NC(=O)CO3)c1C	0	7	1	-7	2	2.2	7	4	-11
COc1ccccc1NS(=O)(=O)c1ccc2oc(SCC(=O)N3CCNC3=O)nc2c1	nt	-3	nt	-3	-2	2.1	-2	2	8
CC1=C(C(=O)OC2CCC(C)CC2)C(c2ccc(O)c([N+](=O)[O-])c2)NC(=O)N1 (centres undefined)	2	0	-2	9	3	1.1	3	0	-3
CCCCNC(=O)CCCn1c(=S)[nH]c2cc3c(cc2c1=O)OCO3	0	-1	0	1	8	7.3	4	1	8
Nc1nnc(CC2=CCCCC2)s1	-2	10	-7	-55	-2	-2.3	-3	0	4
CC(=O)N1c2ccc(S(=O)(=O)NCC3CCC(C(=O)N(C)Cc4ccccc4)CC3)cc2CC1C (centres undefined)	3	-19	5	4	-3	3.1	12	31	9
CCOC(=O)/C(=C/c1ccc(OC)cc1)NC(=O)c1ccco1	-2	-9	-3	-35	-1	-2.1	1	0	5
Cc1cc(C)n(-c2nnc(NC(C)(C)C)nn2)n1	-4	1	-5	2	0	1.2	5	3	7
Cc1ccccc1OCCOC(=O)c1cc(S(=O)(=O)N2CCCCC2)ccc1N1CCOCC1	nt	-6	nt	-14	-1	0.8	-1	0	-3

Not a hit list; overall some 2.6% were active at least once.
